TCR CD3 inh: inhibitors of human TCR-CD3 interaction, primary screen, biochemical, fluorescence, TAMRA-labeled TCR probe | actives 0.37% (n = 360,000) | AID 651800, 2012 | inhibition, % at 9.4 µM; in the data active = inhibition above about 19%;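 also: recombinant mutant TCR 2C K166C tagged with TAMRA read by polarization; 0% = receptor in buffer alone and 100% = receptor with positive control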
SIAE inh: human SIAE inhibitors, primary screen, biochemical, fluorescence polarization, FP-Rh probe, 1536-well HTS. actives 0.69% (n = 370,000). SIAE FP-Rh probe binding. inhibition, % at 9.66 µM;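 active = inhibition above a cutoff: mean of compounds within the control limits plus 3 SD of those, cut at about 17% in these data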;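 also: 0% = plate median of compound wells and 100% = probe without SIAE protein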
LEDGF integ inh: blockers of LEDGF/p75-dependent integrase strand transfer – biochemical, TR-FRET, high throughput, primary screen; HIV-1 integrase (with human LEDGF/p75); TR-FRET IN-LEDGF/p75 DNA integration, Eu/Cy5; inhibition, % at 3.7 µM; actives 0.64% (n = 370,000); AID 743269, 2014;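 active = inhibition above the screen-wide mean plus 3 SD, cut at about 13% in these data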;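 also: signal is the Cy5 over europium emission ratio at 671 and 618 nm; 0% = plate median of compound wells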
PG9 Ab binder: binders of HIV-1 gp120 antibody PG9, primary screen, biochemical, TR-FRET | HIV-1 gp120 / PG9 antibody interaction | inhibition, % at 6.7 µM | TR-FRET gp120-PG9 antibody binding | actives 0.43% (n = 360,000); in the data active = inhibition above about 8.5%
TDP2 absorb: human TDP2 enzyme inhibitors, primary screen, biochemical, epi absorbance, recombinant enzyme | T5PNP hydrolysis, p-nitrophenol absorbance 415 nm | inhibition, % at 12.8 µM | actives 0.34% (n = 370,000) | AID 720702, 2013;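 active = inhibition above the mean of all tested compounds plus 3 SD, set per campaign, cut at about 25% in these data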;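 also: 0% = DMSO with enzyme and 100% = buffer with substrate but no TDP2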
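System – recombinant human TDP2 · Amount – 120 nM TDP2 per well · Buffer or medium – Mg2+-containing Tris-HCl buffer, pH 7.5 · Reagent – T5PNP substrate, 5 mM · Dosing – 12.8 µM single point, 1% DMSO · Incubation – 2 h at 37 °C · Measured by – epi absorbance · Read-out basis – percent inhibition · Benchmarks – high control without enzyme, low control DMSO plus TDP2 · Repeats – singlicate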
ABHD4 inh: ABHD4 inhibitors, primary screen, biochemical, fluorescence polarization, mouse; AID 720543, 2013; (Lyso)-N-acylphosphatidylethanolamine lipase (Mus musculus), Q8VD66; purified mABHD4, FP-Rh probe fluorescence polarization; inhibition, % at 8.92 µM; actives 0.54% (n = 370,000);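 active = inhibition exceeding the mean over every tested compound plus 3 SD, cut at about 30% in these data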;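 also: 0% = plate median of compound wells and 100% = S159A mutant with DMSO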
Target sequence (Q8VD66 whole entry, looked up): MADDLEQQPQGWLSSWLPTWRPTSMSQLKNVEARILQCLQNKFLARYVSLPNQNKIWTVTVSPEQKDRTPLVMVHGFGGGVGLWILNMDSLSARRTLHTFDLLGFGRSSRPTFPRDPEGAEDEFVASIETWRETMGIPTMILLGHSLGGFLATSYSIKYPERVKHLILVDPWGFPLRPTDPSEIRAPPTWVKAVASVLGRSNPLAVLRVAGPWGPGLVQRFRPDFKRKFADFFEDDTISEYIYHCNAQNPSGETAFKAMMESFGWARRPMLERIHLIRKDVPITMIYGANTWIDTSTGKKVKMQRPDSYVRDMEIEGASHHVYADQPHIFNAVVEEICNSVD
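assay system = mABHD4 protein | compound dosing = single nominal dose of 8.92 µM, 0.89% DMSO final | read-out basis = percent inhibition of probe binding, normalized to plate controls | schedule = Enzyme–compound pre-incubation 45 min, then probe 60 min, both 25 °C | detection = fluorescence polarization, excitation 525 nm, emission 598 nm, BODIPY TMR filters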
UHRF1 MBD2 ctr: UHRF1 methylated DNA binding inhibitors, primary screen, counter-screen for MBD2 inhibitor project, biochemical, TR-FRET, human UHRF1, single concentration; inhibition, % at 4.4 µM; AID 687016, 2013; E3 ubiquitin-protein ligase UHRF1 (Homo sapiens), Q96T88; actives 0.75% (n = 370,000); UHRF1 binding to methylated oligo; in the data active = inhibition above about 21%;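 also: UHRF1 SRA domain binding a hemimethylated CpG hairpin DNA probe; 0% = median of test compound wells and 100% = reference inhibitor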
DDE Tn7 FP inh: inhibitors of Tn7 peptide binding to fibrin DD(E), primary screen, biochemical, fluorescence polarization, human fibrin, Tn7 probe; FP displacement of FITC-Tn7 peptide from fibrin DD(E); 0% = median of compound wells per plate; actives 0.13% (n = 370,000); inhibition, % at 8.3 µM; AID 720508, 2013;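 active = inhibition above the mean of compounds falling within the control limits plus 3 SD of them, cut at about 14% in these data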;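 also: 0% = plate median of compound wells and 100% = 10 µM Aha-Tn7 peptide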
Target sequence (P02675 whole entry, looked up): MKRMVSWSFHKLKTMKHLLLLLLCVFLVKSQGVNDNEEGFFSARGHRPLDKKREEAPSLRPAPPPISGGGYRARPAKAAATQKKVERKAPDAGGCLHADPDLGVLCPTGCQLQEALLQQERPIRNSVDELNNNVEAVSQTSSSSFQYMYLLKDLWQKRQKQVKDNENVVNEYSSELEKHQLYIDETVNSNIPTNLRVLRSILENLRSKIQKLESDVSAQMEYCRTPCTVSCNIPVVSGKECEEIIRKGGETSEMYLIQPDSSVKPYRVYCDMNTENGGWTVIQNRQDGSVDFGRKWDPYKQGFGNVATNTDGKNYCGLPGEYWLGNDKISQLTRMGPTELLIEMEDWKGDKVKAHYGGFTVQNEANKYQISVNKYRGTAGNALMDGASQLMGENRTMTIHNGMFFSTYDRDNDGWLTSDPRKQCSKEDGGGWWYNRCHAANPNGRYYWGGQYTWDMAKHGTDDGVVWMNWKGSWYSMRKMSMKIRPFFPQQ
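Assay system: human fibrin DD(E) protein / Input: 2 µM fibrin DD(E) / Benchmarks: high control of 10 µM Aha-Tn7 peptide / Measured by: fluorescence polarization of the labelled Tn7 tracer / Medium: Tris buffer with calcium and detergent, pH 7.8 / Timing: 10 min compound pre-incubation, 3 h probe incubation at room temperature / Repeats: one replicate per compound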
HTRA1 inhibitor: HTRA1 serine protease inhibitors, primary screen, biochemical, fluorescence polarization, HTS. recombinant HTRA1, FP-rhodamine activity-based probe. inhibition, % at 5.96 µM. actives 0.5% (n = 340,000). AID 504803, 2011; in the data active = inhibition above about 36%;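 also: 0% = enzyme with DMSO and 100% = wells lacking enzyme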
PRMT1 inh: PRMT1 methyltransferase inhibitors, primary screen, biochemical, fluorescence polarization. AID 652257, 2013. actives 1.3% (n = 370,000). recombinant PRMT1, activity-based probe fluorescence polarization. Protein arginine N-methyltransferase 1 (Homo sapiens), Q99873. inhibition, % at 2.79 µM;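 active = inhibition above about 21% made by adding two undisclosed values, limit read from the data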
An asterisk follows results filed as active.

COc1c(Cl)ccc(Cl)c1C(=O)NCc1ccco1 was read as TCR CD3 inh 4.6, SIAE inh -8.3, LEDGF integ inh 2.6, PG9 Ab binder -1.1, TDP2 absorb -2.0, ABHD4 inh 0.5, UHRF1 MBD2 ctr 0.9, DDE Tn7 FP inh -8.4, HTRA1 inhibitor -0.1 and PRMT1 inh -2.2.
`COc1ccc(CSc2nnc(-c3ccncc3)n2N)cc1` gave TCR CD3 inh 13.9, SIAE inh 8.3, LEDGF integ inh 5.5, PG9 Ab binder -0.1, TDP2 absorb 5.3, ABHD4 inh 4.3, UHRF1 MBD2 ctr 1.8, DDE Tn7 FP inh -7.1, HTRA1 inhibitor 1.2 and PRMT1 inh -2.8.
CCc1c(C)c(C#N)c2nc3ccccc3n2c1NCc1ccccn1 was read as TCR CD3 inh 6.3, SIAE inh -5.5, LEDGF integ inh 2.2, PG9 Ab binder -0.4, TDP2 absorb -4.0, ABHD4 inh 6.6, UHRF1 MBD2 ctr -0.8, DDE Tn7 FP inh -2.2, HTRA1 inhibitor 4.8 and PRMT1 inh 6.5.
`COc1ccc(OC)c(NC(=O)COC(=O)COc2c(Cl)cc(Cl)c3ccc(C)nc23)c1` gave TCR CD3 inh -1.5, SIAE inh 2.3, LEDGF integ inh 0.7, PG9 Ab binder 1.0, TDP2 absorb 5.3, ABHD4 inh 4.3, UHRF1 MBD2 ctr 2.3, DDE Tn7 FP inh -9.1, HTRA1 inhibitor -3.8 and PRMT1 inh 4.0.
CC(/C=N/NC(=O)CCn1nnc2ccccc21)=C\c1ccccc1 was read as TCR CD3 inh -4.9, SIAE inh 1.5, LEDGF integ inh 1.8, PG9 Ab binder -1.5, TDP2 absorb 2.8, ABHD4 inh 2.4, UHRF1 MBD2 ctr 4.8, DDE Tn7 FP inh -4.3, HTRA1 inhibitor -4.5 and PRMT1 inh 2.5.
For O=C(c1ccc(Cl)cc1)c1cccc(O)c1 the results were TCR CD3 inh 4.4, SIAE inh -2.9, LEDGF integ inh -1.2, PG9 Ab binder 1.4, TDP2 absorb 3.0, ABHD4 inh -1.0, UHRF1 MBD2 ctr -1.5, DDE Tn7 FP inh 0.5, HTRA1 inhibitor -1.7 and PRMT1 inh -2.5.
For O=[N+]([O-])c1ccc2nc(-c3ccccc3)oc2c1 the results were TCR CD3 inh 2.7, SIAE inh 6.1, LEDGF integ inh -1.0, PG9 Ab binder -1.4, TDP2 absorb 6.7, ABHD4 inh 1.1, UHRF1 MBD2 ctr -2.4, DDE Tn7 FP inh -0.1, HTRA1 inhibitor -8.0 and PRMT1 inh 0.3.
CC(=O)NCCC(=O)Nc1nc(-c2ccc3ccccc3c2)cs1 was read as TCR CD3 inh -0.2, SIAE inh -4.6, LEDGF integ inh 1.8, PG9 Ab binder -1.5, TDP2 absorb -16.7, ABHD4 inh -5.4, UHRF1 MBD2 ctr 0.5, DDE Tn7 FP inh -0.6, HTRA1 inhibitor -2.5 and PRMT1 inh -3.6.
Screening Cc1ccc(/C=C/C(=O)OC(C)C(=O)Nc2ncc(Cl)cc2Cl)o1 (stereo not given) returned TCR CD3 inh -3.8, SIAE inh 2.7, LEDGF integ inh 3.3, PG9 Ab binder 1.9, TDP2 absorb -4.7, ABHD4 inh -2.8, UHRF1 MBD2 ctr 6.7, DDE Tn7 FP inh 1.0, HTRA1 inhibitor 2.2 and PRMT1 inh 5.2.
Screening CCOC(=O)c1c(C)n(CC(O)c2ccccc2)c2ccc(O)cc12 (stereo not given) returned TCR CD3 inh 0.1, SIAE inh 4.2, LEDGF integ inh -1.4, PG9 Ab binder -0.7, TDP2 absorb -1.2, ABHD4 inh -2.9, UHRF1 MBD2 ctr 0.7, DDE Tn7 FP inh 6.9, HTRA1 inhibitor -25.4 and PRMT1 inh -1.8.
For Cc1c(N(C)C(=O)COc2ccc3ccccc3c2)c(=O)n(-c2ccccc2)n1C the results were TCR CD3 inh 5.4, SIAE inh -2.0, LEDGF integ inh -1.4, PG9 Ab binder 1.2, TDP2 absorb -4.6, ABHD4 inh 0.9, UHRF1 MBD2 ctr -0.1, DDE Tn7 FP inh -2.2, HTRA1 inhibitor -1.1 and PRMT1 inh 0.9.
CC1CC(C)CN(C(=O)c2ccc(S(=O)(=O)N3CCCC3)cc2)C1 (stereo not given) was read as TCR CD3 inh -2.1, SIAE inh -1.6, LEDGF integ inh -2.1, PG9 Ab binder -0.5, TDP2 absorb -18.0, ABHD4 inh -3.2, UHRF1 MBD2 ctr 3.8, DDE Tn7 FP inh -0.8, HTRA1 inhibitor 3.5 and PRMT1 inh 6.6.
`CCOC(=O)c1ccccc1NC(=O)CSc1ccc(-c2ccccn2)nn1` gave TCR CD3 inh -2.9, SIAE inh -2.3, LEDGF integ inh -5.6, PG9 Ab binder -0.9, TDP2 absorb -0.1, ABHD4 inh -3.8, UHRF1 MBD2 ctr 0.1, DDE Tn7 FP inh 4.4, HTRA1 inhibitor 34.9 and PRMT1 inh 3.3.
Screening c1ccc(C(c2ccccc2)c2nc(-c3cccnc3)no2)cc1 returned TCR CD3 inh -3.2, SIAE inh -1.6, LEDGF integ inh -2.0, PG9 Ab binder 2.0, TDP2 absorb 4.8, ABHD4 inh -3.5, UHRF1 MBD2 ctr 1.2, DDE Tn7 FP inh -1.0, HTRA1 inhibitor -17.1 and PRMT1 inh 0.7.
CCOC(=O)N1CCN(C(=O)COC(=O)Cc2ccc(Cl)cc2)CC1 was read as TCR CD3 inh 0.6, SIAE inh 3.9, LEDGF integ inh -5.6, PG9 Ab binder 0.0, TDP2 absorb -2.5, ABHD4 inh 4.0, UHRF1 MBD2 ctr 2.0, DDE Tn7 FP inh -5.6, HTRA1 inhibitor -2.2 and PRMT1 inh 2.2.
`CCOc1ccc(CCNC(=O)c2ccc(CS(=O)Cc3ccc(Cl)cc3)o2)cc1` (stereo not given) gave TCR CD3 inh 6.6, SIAE inh -7.3, LEDGF integ inh 2.7, PG9 Ab binder -1.3, TDP2 absorb -2.8, ABHD4 inh -1.1, UHRF1 MBD2 ctr -1.9, DDE Tn7 FP inh -8.7, HTRA1 inhibitor -6.3 and PRMT1 inh -1.3.
Screening Cc1cccc(N2CCN(Cc3ccc(Br)o3)CC2)c1C returned TCR CD3 inh 3.8, SIAE inh 7.9, LEDGF integ inh 6.8, PG9 Ab binder -0.8, TDP2 absorb 9.8, ABHD4 inh 10.4, UHRF1 MBD2 ctr 0.5, DDE Tn7 FP inh -0.7, HTRA1 inhibitor -6.5 and PRMT1 inh -1.0.
Screening Cc1ccc(NC(=S)NCCSc2ccc(Cl)cc2)c(C)c1 returned TCR CD3 inh 0.6, SIAE inh -2.5, LEDGF integ inh 0.6, PG9 Ab binder -3.0, TDP2 absorb -0.4, ABHD4 inh -16.8, UHRF1 MBD2 ctr 1.8, DDE Tn7 FP inh -6.3, HTRA1 inhibitor -28.5 and PRMT1 inh 0.1.
`CC(C)C[C@H](NC(=O)N1CC(=O)Nc2ccccc21)C(=O)N1CCC[C@H]1C(=O)O` gave TCR CD3 inh -1.6, SIAE inh -0.2, LEDGF integ inh -0.1, PG9 Ab binder -1.4, TDP2 absorb 4.1, ABHD4 inh 4.1, UHRF1 MBD2 ctr -2.8, DDE Tn7 FP inh 8.0, HTRA1 inhibitor -4.0 and PRMT1 inh -0.5.
Screening CSc1ccc(C(=O)C2CCCN(C(=O)c3cccnc3SC)C2)cc1 (stereo not given) returned TCR CD3 inh -4.3, SIAE inh 0.5, LEDGF integ inh 0.4, PG9 Ab binder -1.1, TDP2 absorb 12.2, ABHD4 inh -4.2, UHRF1 MBD2 ctr 25.9*, DDE Tn7 FP inh 2.2, HTRA1 inhibitor -1.2 and PRMT1 inh 0.8.
For CC(C)C(=O)Nc1nnc(SCC(=O)NCC2CCCO2)s1 (stereo not given) the results were TCR CD3 inh 8.4, SIAE inh -3.0, LEDGF integ inh -5.0, PG9 Ab binder -0.7, TDP2 absorb 3.1, ABHD4 inh 0.6, UHRF1 MBD2 ctr -0.5, DDE Tn7 FP inh 2.7, HTRA1 inhibitor 2.2 and PRMT1 inh -2.3.
`COc1ccc(S(=O)(=O)N2CCC(C(=O)Nc3ccc(OC)c(OC)c3)CC2)cc1C` gave TCR CD3 inh 7.7, SIAE inh -1.9, LEDGF integ inh -1.8, PG9 Ab binder -2.7, TDP2 absorb -16.0, ABHD4 inh -2.2, UHRF1 MBD2 ctr 0.8, DDE Tn7 FP inh -2.9, HTRA1 inhibitor -2.2 and PRMT1 inh 0.0.
`COc1ccc(N2CCN(C(=O)C3CCCN(S(=O)(=O)c4c(C)noc4C)C3)CC2)cc1` (stereo not given) gave TCR CD3 inh 0.1, SIAE inh 5.5, LEDGF integ inh 2.2, PG9 Ab binder 1.0, TDP2 absorb -0.8, ABHD4 inh 1.1, UHRF1 MBD2 ctr 2.3, DDE Tn7 FP inh 8.3, HTRA1 inhibitor 15.6 and PRMT1 inh 1.2.
Screening O=S(=O)(c1ccc(NC(=S)N2CCOCC2)cc1)N1CCCCC1 returned TCR CD3 inh 1.8, SIAE inh 7.4, LEDGF integ inh 0.7, PG9 Ab binder 3.0, TDP2 absorb -1.0, ABHD4 inh 5.1, UHRF1 MBD2 ctr 2.2, DDE Tn7 FP inh -8.1, HTRA1 inhibitor -2.5 and PRMT1 inh 2.0.
For C[C@H](CO)N1C[C@H](C)[C@@H](CN(C)C(=O)Nc2ccc3c(c2)OCO3)Oc2ccc(NC(=O)CCC(F)(F)F)cc2C1=O the results were TCR CD3 inh 7.2, SIAE inh 0.8, LEDGF integ inh -2.1, PG9 Ab binder 1.2, TDP2 absorb -1.2, ABHD4 inh 3.8, UHRF1 MBD2 ctr 0.9, DDE Tn7 FP inh 1.6, HTRA1 inhibitor -2.7 and PRMT1 inh -2.6.
